eIF2B yeast act = eIF2B (yeast) activity modulation; S. cerevisiae eIF2B-epsilon R284H, GCN4-lacZ luminescence; hit rate 0.91% among 27,000; inhibition, % at 25 µM (by protocol);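 active = mutant luminescence inhibited past about 50% while wild type luminescence and mutant growth stay under set limits, limit read from the data; inconclusive = mutant versus wild type luminescence inhibition gap past a set limit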; also: some compounds called inactive have numbers as strong as hits
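Assay system: yeast eIF2B-epsilon R284H mutant carrying GCN4–beta-galactosidase fusion / Buffer or medium: YPD / Incubation: 16 h growth with compound at 30 °C, 90 min Beta-Glo step / Detection: Beta-Glo luminescence after Z-buffer lysis, growth by 595 nm absorbance / Read-out: % inhibition of reporter signal and growth versus controls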
Yeast tox = Inhibitors of S. cerevisiae growth, toxicity | S. cerevisiae wild-type growth, A595 turbidity, 16 h | growth inhibition, % at 25 µM (by protocol) | hit rate 0.3% among 30,000 | AID 685;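 active = mutant and wild-type yeast strains alike exhibit over 30% growth inhibition; inconclusive = a strain exceeds 50% while the second remains under 30%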;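 also: 0% = untreated cell controls and 100% = YPD media blanks without cells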
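Incubation: 16 h growth with compound, 30 °C; Material: S. cerevisiae wild-type or eIF2Bepsilon-R284H mutant strain; Signal: turbidity measured as absorbance at 595 nm; Medium: YPD yeast growth medium; Measure: growth inhibition (%) versus cell controls and blanks; Doses: 25 µM single dose.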
Yeast tox inhibition % = recorded beside Yeast tox, whose call it bears; growth inhibition, %; S. cerevisiae eIF2Bepsilon-R284H mutant growth, A595 turbidity, 16 h;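 each compound tested once at 25 µM; 0% equals untreated cells and 100% equals cell-free medium blanks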
eIF2B yeast act mutant toxicity = recorded beside eIF2B yeast act, whose call it bears; growth inhibition, %; measured here: mutant yeast growth, toxicity;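 each compound tested once at 25 µM; zero equals untreated control growth and 100 equals blank medium absorbance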
* hit, by the source's call; ? = inconclusive; nt = not tested or not shown. Not all compounds are listed; rates above refer to the full screens.

SMILES	eIF2B yeast act	eIF2B yeast act mutant toxicity	Yeast tox	Yeast tox inhibition %
CCn1c(COc2ccccc2C)nnc1SCC(=O)CC(=O)Nc1ccccc1	18	nt	18	0
O=C1CCCN1c1cccc(Br)c1	6	-14	13	-14
O=C(c1cccc(F)c1)N1CCN(C(=O)c2cc3ncc(Br)cn3n2)CC1	nt	nt	10	16
CCOc1ccc(NC(=O)N2CC=C(n3c(=O)[nH]c4ccccc43)CC2)cc1	-11	-3	5	-3
O=C(O)c1ccc(NS(=O)(=O)c2cc(C(=O)O)ccc2Br)cc1	14	19	-1	19
CN(C)CCOc1ccccc1C(C)(C)C	nt	nt	44	13
Cc1nn(C(=O)c2cccnc2)c(C)c1C	25	-32	-10	-32
O=C(NC1CCCCC1)NC1CC2CCCC(C1)N2C1CCCC1 (centres undefined)	-16	2	22	2
C=CCOC(=O)C1=C(C)Nc2ncnn2C1c1cccs1 (centres undefined)	23	16	29	16
C/C(=C\C(=O)c1ccc(Br)cc1)NCc1ccc(C)cc1	22	19	11	19
Cc1nn(-c2ccccc2)c2[nH]c(=O)c(CNCCN3CCOCC3)cc12	22	24	13	24
CC1CCCCC1NC(=O)CSc1nc2ccccc2c(=O)n1Cc1ccco1 (centres undefined)	19	3	8	3
CCOC(=O)C[n+]1c(C)ccc2c1CCC2	9	7	-7	7
O=S(=O)(Nc1nc2ccccc2[nH]1)c1ccc2ccccc2c1	nt	nt	0	21
O=C(Nc1ccccc1)C1CCCCC1	nt	nt	6	-7
CC(=O)c1c(C)nc2nonc2c1N	20	21	10	21
CN(C(=O)CN1CCC(NC(=O)C2CCCCC2)CC1)C1CCCCC1	19	nt	-8	0
O=C(C1CCC1)N(CCc1ccccc1)Cc1nc2ccccc2c(=O)[nH]1	-5	nt	1	0
CC(=O)Nc1ccc(S(=O)(=O)Nc2nc3n(n2)C(c2ccccc2)CC(=O)N3)cc1 (centres undefined)	-28	nt	nt	nt
CCC(=O)Nc1nc2n(n1)C(c1ccc(OC)cc1)C=C(c1ccccc1)N2 (centres undefined)	nt	nt	12	5
CCOC(=O)c1c(C)[nH]c(C(=O)COC(=O)c2ccccc2NC(=O)c2ccco2)c1C	20	-7	-8	-7
O=C(COc1ccccc1)Nc1nn[nH]n1	32	9	-3	9
CCN(CC)S(=O)(=O)c1ccc(NC(=O)c2ccccc2N(C)S(C)(=O)=O)cc1	19	14	7	14
CCOC(=O)C1C(=O)NC(N2CCCCC2)=NC1c1ccco1 (centres undefined)	21	nt	3	0
COCCCn1c2nc3ccccc3nc2c2c(=O)n(Cc3cccs3)cnc21	1	5	9	5

The last 2 entries of the part before open the next one:
SMILES	eIF2B yeast act	eIF2B yeast act mutant toxicity	Yeast tox	Yeast tox inhibition %
CCOC(=O)C1C(=O)NC(N2CCCCC2)=NC1c1ccco1 (centres undefined)	21	nt	3	0
COCCCn1c2nc3ccccc3nc2c2c(=O)n(Cc3cccs3)cnc21	1	5	9	5
CCC1(C)Cc2c(C#N)c(N)n(N)c(=S)c2CO1 (centres undefined)	8	nt	nt	nt
O=c1oc(-c2cccs2)nc2ccc(Br)cc12	27	-20	-26	-20
CCOC(=O)c1ccc(CSc2nnc(C)n2N)o1	nt	nt	23	11
Cc1nc2c(cnn2-c2ccccc2Cl)c(=O)n1-c1ccc(C(C)C)cc1	15	22	3	22
Brc1ccc(-c2noc(CCc3ccccc3)n2)cc1	29	-14	0	-14
N#Cc1nc(-c2cccc(Cl)c2)oc1NCc1cccnc1	9	15	19	15
CC(C(=O)N1CCCCC1)N1C(=O)c2ccccc2C1=O (centres undefined)	2	7	11	7
COC(=O)c1[nH]c2ccccc2c1NC(=O)CN1CCN(C(=O)c2ccco2)CC1	nt	nt	-12	23
CCCCc1nc2sc3c(SCC(=O)NCc4ccco4)ncnc3c2c2c1CCC2	-9	-10	-17	-10
Cc1ccccc1Nc1nc(N)nc(CSc2nnnn2-c2ccccc2)n1	19	7	7	7
COc1ccc(CN(Cc2cccnc2)S(=O)(=O)c2ccc(-n3cnnn3)c(C)c2)cc1OC	-5	nt	15	0
COc1ccccc1N1CCN(C(=O)c2ccc(S(=O)(=O)N3CCCCC3)cc2)CC1	2	-4	-11	-4
COc1ccc(Cl)c(NC(=O)Nc2c(C)n(-c3ccccc3)c(=O)n2C)c1	10	2	14	2
COC(=O)c1c(-c2ccco2)csc1NC(=O)C1CC=CCC1C(=O)O (centres undefined)	-9	5	-3	5
O=C(Nc1nc(-c2cc3ccccc3oc2=O)cs1)c1ccc(Br)o1	-3	-2	-5	-2
CC(C)c1ccc(NC(=O)C(c2ccc3c(c2)OCO3)N2CCC3(CC2)OCCO3)cc1 (centres undefined)	19	-20	-5	-20
O=C(COc1ccc(Cl)cc1)N1CCN(c2ncccn2)CC1	-18	5	6	5
O=C(O)c1ccc(OCc2occc2C(=O)O)cc1	13	-17	-2	-17
Cc1ccc(CN2C(=O)CCC2(C)C(=O)NCc2cccnc2)cc1 (centres undefined)	nt	nt	10	8
CCN(CC)C(=O)CSc1nnc(-c2ccco2)n1N	nt	nt	16	13
O=C(O)CSCC(=O)Nc1ccccc1	-11	-5	10	-5
CC(C)CCCC(C)NS(=O)(=O)Cc1ccccc1 (centres undefined)	27	19	5	19
CC(C)(C)NC(=O)Cn1nnc(-c2cccs2)n1	-11	nt	nt	nt
COc1ccc(N2CCN(c3nc4c(c(=O)n(C)c(=O)n4C)n3CCCc3ccccc3)CC2)cc1	26	-30	14	-30
CN(C)CCCN1C(=O)C(=O)/C(=C(/O)c2ccc(S(=O)(=O)N(C)C)cc2)C1c1ccncc1 (centres undefined)	21	19	14	19

Grouped by structure, the compounds so far with a tert-butyl group
SMILES	eIF2B yeast act	eIF2B yeast act mutant toxicity	Yeast tox	Yeast tox inhibition %
CN(C)CCOc1ccccc1C(C)(C)C	nt	nt	44	13
CC(C)(C)NC(=O)Cn1nnc(-c2cccs2)n1	-11	nt	nt	nt

Returning to the listing; the 2 compounds before the break are reprinted first.
SMILES	eIF2B yeast act	eIF2B yeast act mutant toxicity	Yeast tox	Yeast tox inhibition %
COc1ccc(N2CCN(c3nc4c(c(=O)n(C)c(=O)n4C)n3CCCc3ccccc3)CC2)cc1	26	-30	14	-30
CN(C)CCCN1C(=O)C(=O)/C(=C(/O)c2ccc(S(=O)(=O)N(C)C)cc2)C1c1ccncc1 (centres undefined)	21	19	14	19
COc1ccc(S(=O)(=O)CCC(=O)NCCc2ccc(S(N)(=O)=O)cc2)cc1	44	-9	-10	-9
Cc1cccc(C)c1Nc1nnc(SCC(=O)NCc2ccco2)s1	nt	nt	-6	-16
COc1ccc(NC(=O)CN(C2CCCCC2)S(C)(=O)=O)cc1Cl	-5	5	7	5
O=C(c1noc2c1CCCC2)N1CCN(c2ccccc2)CC1	24	nt	12	0
Cn1c(=O)n(CCc2ccccc2)c(=O)c2c1ncn2Cc1ccccc1	2	nt	nt	nt
C=CCNC(=O)c1ccccc1NC(=O)c1cccc2ccccc12	3	22	22	22
Cn1nccc1C(=O)c1ccc(Cl)cc1	14	23	14	23
CCOc1ccc(NC(=O)CN2CCN(CC(=O)Nc3cccc(F)c3)CC2)cc1	14	-21	-14	-21
COC(=O)CC1Sc2ccccc2NC1=O (centres undefined)	24	12	7	12
CC(=O)Nn1c(COc2ccccc2C)nc2ccccc2c1=O	20	11	26	11
COC(=O)[C@H](C)NC(=O)Nc1ccc(Oc2ccccc2)cc1	-18	13	11	13
O=C(CN1CCN(C(=O)c2cccc(F)c2)CC1)NC1CCCCC1	22	10	7	10
COc1ccc(-c2c(C)nn3c(N4CCC(C(=O)NCCN(C)C)CC4)cc(C)nc23)cc1OC	25	-6	-9	-6
Cc1ccc(SC/C(O)=C(\C#N)c2nc3ccccc3s2)cc1	-44	-3	9	-3
CS/C(=N\S(=O)(=O)c1ccc(N)cc1)NS(=O)(=O)c1cccs1	13	3	-14	3
O=C(NCCCN1CCOCC1)C1COc2ccccc2O1 (centres undefined)	12	-14	29	-14
CC(=O)NC1(c2ccc(F)cc2)CCN(C(=O)Nc2ccc(F)cc2F)CC1	3	-9	4	-9
CC(C)(C)NC(=O)CN(Cc1cccnc1)C(=O)c1csnn1	-10	20	34	20
CC(=O)c1ccc(-n2c(CCC(=O)O)ccc2-c2cccs2)cc1	24	-5	3	-5
CCOC(=O)c1[nH]c2ccc(C)cc2c1N=CN(CC)CC	29	nt	8	0
C=CCc1ccc(OCc2ccc(C(=O)OC)o2)c(OC)c1	15	30	26	30
O=C(O)/C=C/c1cn(Cc2ccccc2)nc1-c1ccccc1	4	5	-9	5
O=C(CSc1nnc(COc2ccccc2)n1-c1ccccc1)c1cccs1	-9	-7	-7	-7
COc1cccc(C2C(C(=O)c3cc4ccccc4o3)=C(O)C(=O)N2c2cc(C)on2)c1OC (centres undefined)	21	-23	-2	-23
CCOc1ccc(OCC)c(NC(=O)CN(C)S(=O)(=O)c2cccc3nsnc23)c1	-14	7	0	7

Later entries:
SMILES	eIF2B yeast act	eIF2B yeast act mutant toxicity	Yeast tox	Yeast tox inhibition %
COC(=O)CC1=C(C)C(=O)CC2C(C)(C)CCCC12C (centres undefined)	22	-9	11	-9
O=C1C2CC=CCC2C(=O)N1CNc1ccccc1 (centres undefined)	nt	nt	10	-20
CCCNCCC(c1ccco1)c1ccccc1OC (centres undefined)	-39	15	-8	15
Cc1cc(C)n(-c2ccc(C(=O)OCC(=O)NCc3ccco3)cc2)n1	14	8	2	8
CCOc1ccccc1N(CC(=O)NC1CCCCC1)C(=O)CNC(=O)c1ccco1	-2	25	?	nt
C=CCSc1nnc(NC(=O)c2nc(SCC)ncc2Cl)s1	20	11	15	11
CCOC(=O)c1cccnc1SC(CC)C(=O)N1CCOCC1 (centres undefined)	-18	-5	-8	-5
CCn1cc(-c2cc(C(F)(F)F)n3nc(C(=O)O)cc3n2)c(C)n1	10	-29	19	-29
CC(=O)N1CCn2c3c(c(=O)c4cc(C)ccc42)CCC31 (centres undefined)	22	19	25	19
CC(C)CCNC(=O)c1cccc(C(=O)NCCC(C)C)c1	21	-3	19	-3
CSc1ccccc1-n1nnnc1SCC(=O)Nc1ccccc1C	nt	nt	18	8
COc1cccc(C(=O)Nc2cccc(OCC(=O)O)c2)c1	79	12	5	12
CCS(=O)(=O)c1nc2ccccc2n1CC(=O)N1CCCCC1	8	nt	6	0
CCOc1ccc2nc(Cl)c(/C=C/C(=O)c3ccco3)cc2c1	nt	nt	-27	-7
O=C(O)CCc1nn2c3ccccc3n(CCN3CCCCC3)c2nc1=O	nt	nt	14	9
OCCNc1nc(-c2cccnc2)nc2ccccc12	14	-9	-3	-9
c1ccc(Cc2nnc3sc(-c4cccs4)nn23)cc1	15	-14	1	-14
Cc1csc(NC(=O)C2CCCC2)n1	nt	nt	13	22
Cc1nn(Cc2ccccc2)c(Cl)c1C(=O)NCc1ccc(C)n1C	20	-24	-13	-24
COc1ccc(OC)c2[nH]c(=O)c(CCNC(=O)c3ccc(Br)o3)cc12	-18	-14	-9	-14
Cn1c(NC(=O)C2CCCO2)cc(=O)n(C)c1=O (centres undefined)	-1	-15	8	-15
CC(C)CC[n+]1ccn(C2=C([O-])c3ccccc3C(=O)/C2=N\S(=O)(=O)c2ccccc2)c1	-21	5	-4	5
Clc1cccc(CSC2=NCCCN2)c1	47	-4	-8	-4
COCc1cc(C(C)=O)ccc1OC	17	-33	-4	-33
COc1ccc(S(=O)(=O)N(C)CC(=O)N2CCOCC2)cc1Cl	nt	nt	-6	-10

Additional entries follow.
SMILES	eIF2B yeast act	eIF2B yeast act mutant toxicity	Yeast tox	Yeast tox inhibition %
N#CC1=C(N)Oc2n[nH]c(-c3cccs3)c2C1C1CCCCC1 (centres undefined)	20	14	6	14
CC(C(=O)NC1CCCc2ccccc21)N1CCN(Cc2ccc3c(c2)OCO3)CC1 (centres undefined)	26	-14	-11	-14
COc1ccc(-n2cnc3c(sc4nccc(N(C)C)c43)c2=O)cc1	nt	nt	-5	4
Cc1oc2c(CN3CCCC3)c(O)ccc2c(=O)c1-c1ccc(Br)cc1	38	-8	-3	-8
CC(=O)Nc1cc(NC(C)=O)c(CC(C)C)s1	24	26	0	26
COc1ccccc1NC(=O)Nc1ccc2c(c1)OCCO2	29	15	-5	15
O=C(Nc1ccccc1)C1CC(=O)N(C2CCCCC2)C1 (centres undefined)	19	12	26	12
CCCOC(=O)C1=C(C)NC2=C(C(=O)CCC2)C1c1cccs1 (centres undefined)	30	nt	nt	nt
CCNc1nc(N)nc(Oc2ccc(OCC)nn2)n1	32	-12	-3	-12

Full records, looked up by structure. Order of screens: eIF2B yeast act, eIF2B yeast act mutant toxicity, Yeast tox, Yeast tox inhibition %
`CC(C(=O)NC1CCCc2ccccc21)N1CCN(Cc2ccc3c(c2)OCO3)CC1` (centres undefined) reads 26, -14, -11, -14
`CCCOC(=O)C1=C(C)NC2=C(C(=O)CCC2)C1c1cccs1` (centres undefined) reads 30, nt, nt, nt
`N#CC1=C(N)Oc2n[nH]c(-c3cccs3)c2C1C1CCCCC1` (centres undefined) reads 20, 14, 6, 14
`Cc1oc2c(CN3CCCC3)c(O)ccc2c(=O)c1-c1ccc(Br)cc1` reads 38, -8, -3, -8
`COc1ccc(-n2cnc3c(sc4nccc(N(C)C)c43)c2=O)cc1` reads nt, nt, -5, 4
